# M4 antag: blocks acetylcholine activation of human M4 receptor; P08173; CHO-hM4 cells, ACh EC80, Fluo-8 calcium fluorescence; inhibition, % at 3 µM; actives 0.73% (n = 360,000); AID 624125;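 active = inhibition above its plate's cutoff, the mean inhibition of sample wells plus 3 SD, cut at about 27% in these data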;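 also: 0% = acetylcholine EC80 with DMSO and 100% = DMSO without agonist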
# Target sequence (P08173 whole entry, looked up): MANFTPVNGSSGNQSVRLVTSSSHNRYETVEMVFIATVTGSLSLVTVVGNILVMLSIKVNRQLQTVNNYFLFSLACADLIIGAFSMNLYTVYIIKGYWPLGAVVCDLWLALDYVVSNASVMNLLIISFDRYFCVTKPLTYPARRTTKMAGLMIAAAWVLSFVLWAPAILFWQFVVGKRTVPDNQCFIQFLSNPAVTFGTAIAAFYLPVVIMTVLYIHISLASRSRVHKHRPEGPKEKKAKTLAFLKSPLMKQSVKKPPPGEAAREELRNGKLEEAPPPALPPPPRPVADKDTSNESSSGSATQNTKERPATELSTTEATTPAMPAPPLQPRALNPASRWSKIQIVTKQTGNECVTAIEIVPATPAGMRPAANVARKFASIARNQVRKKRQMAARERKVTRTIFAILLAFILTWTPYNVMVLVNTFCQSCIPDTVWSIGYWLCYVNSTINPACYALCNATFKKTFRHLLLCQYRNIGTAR
# CRFR2-BP ag: CRF-BP/CRF-R2 complex agonism. AID 588473. activation, % at 13.2 µM. actives 0.46% (n = 350,000). HEK293 CRF-R2/CRF-BP, calcium dye fluorescence (FLIPR); percent of saturating CRF peptide response;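 active = activation of at least 50%, plus an integration ratio under a set limit after plate pattern correction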;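 also: plate controls were neutral control wells without compound for no effect and CRF at EC100 for full effect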
# M5 antag: CHRM5 antagonism in calcium assay; CHO-hM5 cells, Fluo-8 calcium fluorescence, ACh EC80; inhibition, % at 3 µM; actives 0.59% (n = 360,000);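 active = inhibition above a per-plate cutoff, the mean of that plate's test compounds plus 3 SD, cut at about 27% in these data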;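 also: 0% = acetylcholine EC80 with DMSO and 100% = DMSO without agonist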
# Target sequence (P08912 whole entry, looked up): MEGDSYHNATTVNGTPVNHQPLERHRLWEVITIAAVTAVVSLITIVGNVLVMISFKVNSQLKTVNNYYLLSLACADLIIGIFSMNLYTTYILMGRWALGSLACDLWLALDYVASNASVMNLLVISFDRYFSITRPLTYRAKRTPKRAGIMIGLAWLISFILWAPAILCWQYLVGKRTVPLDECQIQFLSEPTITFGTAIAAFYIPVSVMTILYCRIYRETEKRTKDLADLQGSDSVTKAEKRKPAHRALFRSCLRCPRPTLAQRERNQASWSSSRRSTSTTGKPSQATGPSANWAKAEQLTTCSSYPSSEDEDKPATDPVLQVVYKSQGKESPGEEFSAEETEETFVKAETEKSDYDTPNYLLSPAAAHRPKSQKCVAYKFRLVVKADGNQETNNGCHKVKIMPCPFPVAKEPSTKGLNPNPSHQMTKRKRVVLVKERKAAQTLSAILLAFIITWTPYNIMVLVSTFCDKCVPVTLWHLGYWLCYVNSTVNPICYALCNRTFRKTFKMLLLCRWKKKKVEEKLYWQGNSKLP
# CRFBP-R2 block: CRF-BP/CRF-R2 complex antagonism. HEK293 CRF-R2/CRF-BP, CRF-induced calcium fluorescence. inhibition, % at 11.8 µM. actives 0.59% (n = 350,000);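 active = inhibition of the ligand-induced calcium signal above about 50% at the single tested concentration, limit read from the data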
# M5 PAM: potentiates acetylcholine response at human M5 receptor; AID 624038; CHO-K1 hM5, Fluo-8 calcium, ACh EC20 PAM; 0% = ACh EC20, 100% = ACh EC100; P08912; actives 0.3% (n = 360,000); activation, % at 3 µM;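 active = activation above the run cutoff, the mean activation of all test compounds plus 3 SD, cut at about 18% in these data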
#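 Assay system: CHO-K1 hM5 cells. Also added: acetylcholine at EC20 concentration, added after compound. Dosing: 3 µM, single dose. Times: compound preincubation 140 s before EC20 acetylcholine addition. Signal: Fluo-8 calcium fluorescence. Measure: % activation relative to EC20 and EC100 ACh responses. Repeats: singlicate, one well per test compound.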
# IDE cell inh: inhibitors of human insulin-degrading enzyme in cells | P14735 | inhibition, % at 5.59 µM | actives 0.41% (n = 320,000) | HEK cells, FAbetaB cleavage, fluorescence polarization | AID 434962;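 active = percent inhibition above the average of all tested compounds plus 3 SD, set per screening campaign, cut at about 16% in these data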;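 also: IDE supplied by intact live HEK cells; FP after avidin binding of uncleaved biotin substrate so inhibition keeps polarization high; 0% = DMSO wells and 100% = 60 µM reference IDE inhibitor Ii1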
# M5 ag: CHRM5 agonism in calcium assay; P08912; CHO-K1 hM5 cells, Fluo-8 calcium fluorescence; 0% DMSO wells, 100% maximal acetylcholine response; activation, % at 3 µM; actives 0.19% (n = 360,000);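 active = activation above the run's mean over test compounds plus 3 SD, cut at about 23% in these data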;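 also: signal is peak over basal fluorescence ratio across the kinetic read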
# CHRM4 agonist: CHRM4 agonism in calcium assay; P08173; CHO-K1 hM4/Gqi5, Fluo-8 calcium fluorescence; vehicle 0%, full acetylcholine response 100%; activation, % at 3 µM; actives 0.14% (n = 360,000);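 active = activation above the run mean over all test wells plus 3 SD, cut at about 32% in these data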;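 also: peak over basal fluorescence ratio per well then scaled between controls; 0% = DMSO wells and 100% = acetylcholine at EC100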
# CHRM4 PAM: potentiates acetylcholine response at human M4 receptor. P08173. CHO-K1 hM4/Gqi5, Fluo-8 calcium fluorescence, ACh EC20; 0% = ACh EC20, 100% = maximal ACh. activation, % at 3 µM. actives 0.4% (n = 360,000). AID 624126;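 active = activation above its plate's cutoff, the mean activation of sample wells plus 3 SD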; also: some results filed as inactive read as strong as hits
# * hit, by the source's call; . = not tested or not shown.
M4 antag	CRFR2-BP ag	M5 antag	CRFBP-R2 block	M5 PAM	Structure	IDE cell inh	M5 ag	CHRM4 agonist	CHRM4 PAM
8	1.4	3	-8	-9	CC1CCCCN1C(=O)c1cccc(NC2=C(Cl)C(=O)N(Cc3ccccc3)C2=O)c1 (stereo unspecified)	-1	6	11	-4
-20	-2.8	5	13	-2	COC(=O)c1ccc2c(=O)n(CCN3CCOCC3)c(SCC(=O)Nc3ccccc3OC)nc2c1	.	1	1	4
-5	-0.3	-10	-22	-8	CC(C)c1nn2c(N)c(/C=C3\C=Nc4ccccc43)c(=O)nc2s1	1	3	7	-8
3	-3.1	-2	-14	-6	COc1ccc(Cl)cc1NC(=O)CSc1nc2sccc2c(=O)[nH]1	5	4	3	-5
-1	-1.2	11	-1	-9	O=C(O)C[C@H]1c2ccc(C(F)(F)F)cc2S(=O)(=O)N1C1CCCCC1	-2	4	1	9
-4	-1.5	9	-30	-4	CCOc1nc(OCC)nc(-n2cc(-c3ccccc3)nn2)n1	2	-6	2	6
-2	.	6	.	-2	CN(C)c1cccc(NC(=O)C2Cc3c(-c4ccc(Cl)cc4)ccnc3O2)c1 (stereo unspecified)	.	-1	2	-5
8	10	15	9	-1	C#CCOCCOCCOCCNc1nc(N2CCN(C(=O)CCCCCCCCCCNC(=O)[C@H](CO)n3cc(CCCSC)nn3)CC2)nc(N2CCN(C(=O)CCCCCCCCCCNC(=O)[C@H](CO)n3cc(CCCSC)nn3)CC2)n1	8	0	7	3
-6	0.9	3	-11	-3	CCn1cc(/C=C(\NC(=O)c2ccccc2)C(=O)NCCN2CCOCC2)c2ccccc21	.	1	4	-3
-3	0.2	-5	7	-3	CCOC(=O)Nc1ccc(S(=O)(=O)N(C)C(C)C)cc1	-4	1	1	5
-5	0.2	15	3	2	COc1cc(C(=O)O)ccc1OCc1ccncc1	8	-6	0	1
1	-0.6	-2	4	2	O=C1OCCN1C(=O)[C@H]1[C@H](c2ccc([N+](=O)[O-])cc2)C(c2cccc(Cl)c2)=NN1c1ccccc1	2	3	1	4
5	-4.5	-1	-26	-2	Cc1cc2c(cc1S(=O)(=O)NCc1ccc(N(C)C)cc1)OCC(=O)N2	5	0	2	0
2	-2.0	3	-7	-3	COc1ccc(NS(=O)(=O)c2ccc(C)c(C(=O)N(C)Cc3ccc(OC)cc3OC)c2)cc1	1	6	14	-5
-12	0.8	-3	-15	-4	CCc1ccc(N2CC(C(=O)Nc3nc4ccc(S(C)(=O)=O)cc4s3)CC2=O)cc1 (stereo unspecified)	-3	0	2	7
9	-0.3	-3	13	-2	CSc1ccc(C(=S)N2CCN(C)CC2)cc1	1	0	0	-4
-13	2.6	6	10	-4	COc1cc2c(O)cc(C(=O)O)c(-c3cc(OC)c(OC)c(OC)c3)c2cc1OC	.	-3	2	4
2	1.6	21	2	-2	Clc1ccc(SCCOCCN2CCOCC2)cc1	8	-8	-1	-5
-1	-0.2	-9	-4	7	NCCc1nnc(SCC(=O)Nc2cccc(Cl)c2)o1	3	0	2	10
3	0.8	3	-15	0	CCOc1ccc2nc(N(CCN(C)C)C(=O)c3cc4ccccc4cc3OC)sc2c1	-1	-2	4	-4
0	-1.8	0	-7	1	CCOC(=O)N1CCN(C(=O)CN(c2cc(Cl)ccc2OC)S(=O)(=O)c2ccccc2)CC1	8	3	1	-6
4	3.1	2	-4	-3	CC(C)COc1ccc(C2NC(=O)NC2=O)cc1 (stereo unspecified)	-1	-1	0	0
4	10	5	-1	5	COc1cc(C(=O)NCC(=O)NC(C)c2ccc(-n3ccnc3)cc2)cc(OC)c1OC (stereo unspecified)	2	-4	0	0
-5	-3.3	-3	3	8	C[n+]1nc(Nc2ccccc2)sc1-c1ccc(O)cc1	0	-5	2	9
12	-1.8	7	0	-1	O=C(N/N=C/c1ccc(Cl)cc1Cl)C(=O)NC1CC1	0	-2	-1	-3
3	-1.1	-2	11	0	CCn1cc(C(=O)O)c(=O)c2cc(F)c(N/N=C/c3ccccc3[N+](=O)[O-])cc21	4	-2	-1	5
2	0.0	-6	-19	4	CCCCCCCCCCCNC(=O)c1ccoc1C	1	-3	1	-1
-7	-1.0	16	4	-12	NS(=O)(=O)c1cccc(NC(=O)COC(=O)CSCc2ccccc2)c1	1	-2	1	1
-1	1.3	-4	-58	14	CCc1cccc2c1NC(=O)C21N2CCCC2C(C(=O)c2ccc3ccccc3c2)C12C(=O)Nc1ccccc12 (stereo unspecified)	1	1	2	7
30*	1.2	-3	-8	9	CC(C)c1ccc(OCC(=O)NC(=S)Nc2ccc3c4c(cccc24)CC3)cc1	1	2	2	5
-3	-1.4	14	34	-5	CCCC(=O)NC1=C(C#N)C2(CCCC2)Cc2ccccc21	-4	2	0	0
-8	0.6	3	5	-10	CCOC(=O)C1CCN(C(=O)COc2ccc([N+](=O)[O-])cc2)CC1	-4	1	2	-2
-18	3.3	-11	24	4	CCOC(=O)c1ccccc1NC(=O)COC(=O)c1ccc(C)c(S(=O)(=O)N2CCOCC2)c1	0	-1	1	13
4	1.1	8	35	-12	CCOc1ccc(/C=N/NC(=O)c2ccc(CSc3nc4ccccc4[nH]3)cc2)cc1	-4	-3	8	-17
9	-2.5	9	-10	-19	Cc1cccc(CCNC(=O)C2CCCN(S(=O)(=O)c3cccc4nsnc34)C2)c1 (stereo unspecified)	7	-7	7	-7
-6	2.1	5	-17	-11	Cc1ccc(C)c(C(=O)N(Cc2nc(-c3ccc(Cl)cc3)no2)C(C)C)c1	0	-4	2	-9
4	0.0	5	18	0	COc1ccc(N(CC(=O)NCC2CCCO2)S(=O)(=O)c2ccc(C)cc2)cc1OC (stereo unspecified)	10	0	1	13
3	-2.3	4	-10	-2	COc1ccc(N/N=C(\C#N)C(=N)N2CCCCC2)cc1	1	-1	0	-5
8	-3.1	-3	10	8	CCC(=O)Nc1cc(=O)[nH]c2ncnn12	9	14	0	-1
-11	7.2	3	6	-3	NC(=O)c1[nH]cnc1N=NN(CCO)Cc1ccccc1	.	1	1	3
9	1.8	5	-4	4	COc1ccc(-c2nn(-c3ccccc3)cc2C(=O)NC2CCC(C)CC2)cc1 (stereo unspecified)	-5	0	1	0
7	0.1	0	1	2	CCc1cc2c(NCC(=O)O)ncnc2s1	1	2	0	3
4	-2.3	-2	1	-3	CC(=O)N1CCN(CCN=CC2=C(O)CC(C)(C)CC2=O)CC1	-1	-1	1	-2
7	-1.8	5	-12	-3	CC(CCc1ccccc1)NCc1ccc(Cl)cc1Cl (stereo unspecified)	2	-5	0	-7
-9	2.3	2	-10	-2	COC(=O)c1ccc(NC(=O)CSc2nnc(C3CC3)n2C)cc1	-6	-1	2	-2
7	-0.7	-2	3	6	O=C(COc1ccc2c(c1)CCC2)Nc1ccccn1	1	1	1	17
9	-0.1	1	5	7	Cc1cccc(C)c1NC(=O)Cn1nc(-c2ccc(Cl)s2)ccc1=O	2	-2	2	4
-7	8.2	1	4	-1	NC(=O)C1CCN(c2nc(-c3ccccc3)nc3c2oc2ccccc23)CC1	.	1	0	8
-10	-3.2	6	-5	-1	CCCN(CCC)S(=O)(=O)c1ccc(C(=O)Nc2c(C)n(C)n(-c3ccccc3)c2=O)cc1	2	2	1	4
-6	0.2	9	-14	3	COc1cccc(NC(=O)Cn2c(=O)c3c(ncn3Cc3ccccc3)n(Cc3ccccc3)c2=O)c1	-2	-1	1	2
0	-0.8	5	5	0	CC(=O)c1cccc(S(=O)(=O)NCCCN2CCOCC2)c1	-4	3	0	3
5	-2.4	1	9	0	CC(=O)c1c(Cl)nc2ccc(Br)cc2c1-c1ccccc1	3	-1	-1	2
-6	4.3	1	-9	3	COc1ccc(CNc2c(C(=O)O)cnc3c2cnn3C)cc1	4	-1	-1	14
-3	-0.7	-1	19	3	CCc1nnc(NC(=O)c2ccc3c(=O)n4c(nc3c2)CCC4)s1	.	1	0	1
4	-0.3	-3	-5	-5	N#CCCCCN1c2cccc3cccc(c23)S1(=O)=O	7	-3	1	4
-7	-3.0	3	-21	-4	C=CCNC(=S)Nc1nc2c(cc1C(=O)OCC)CCCC2	2	-1	2	3
-6	1.8	-3	-1	-6	Fc1ccccc1-c1nc(NCCCN2CCOCC2)c2ccccc2n1	8	3	16	-9
4	1.0	6	-2	-1	CCN(CC)CCC(c1ccc(N(C)C)cc1)c1c(OC)cc(OC)c2c(-c3ccccc3)cc(=O)oc12 (stereo unspecified)	1	-2	5	-4

# Some of these compounds in order of length of the SMILES, descending.
M4 antag	CRFR2-BP ag	M5 antag	CRFBP-R2 block	M5 PAM	Structure	IDE cell inh	M5 ag	CHRM4 agonist	CHRM4 PAM
9	-0.1	1	5	7	Cc1cccc(C)c1NC(=O)Cn1nc(-c2ccc(Cl)s2)ccc1=O	2	-2	2	4
-3	-0.7	-1	19	3	CCc1nnc(NC(=O)c2ccc3c(=O)n4c(nc3c2)CCC4)s1	.	1	0	1
5	-2.4	1	9	0	CC(=O)c1c(Cl)nc2ccc(Br)cc2c1-c1ccccc1	3	-1	-1	2
-6	4.3	1	-9	3	COc1ccc(CNc2c(C(=O)O)cnc3c2cnn3C)cc1	4	-1	-1	14

# Shown as labelled records: 3 of the compounds above
SMILES: CC(=O)c1c(Cl)nc2ccc(Br)cc2c1-c1ccccc1
  M4 antag: 5	CRFR2-BP ag: -2.4	M5 antag: 1	CRFBP-R2 block: 9	M5 PAM: 0	IDE cell inh: 3	M5 ag: -1	CHRM4 agonist: -1	CHRM4 PAM: 2

SMILES: COc1ccc(CNc2c(C(=O)O)cnc3c2cnn3C)cc1
  M4 antag: -6	CRFR2-BP ag: 4.3	M5 antag: 1	CRFBP-R2 block: -9	M5 PAM: 3	IDE cell inh: 4	M5 ag: -1	CHRM4 agonist: -1	CHRM4 PAM: 14

SMILES: CCc1nnc(NC(=O)c2ccc3c(=O)n4c(nc3c2)CCC4)s1
  M4 antag: -3	CRFR2-BP ag: -0.7	M5 antag: -1	CRFBP-R2 block: 19	M5 PAM: 3	IDE cell inh: .	M5 ag: 1	CHRM4 agonist: 0	CHRM4 PAM: 1

# Some of the entries above, set out differently.
# Order of values: M4 antag | CRFR2-BP ag | M5 antag | CRFBP-R2 block | M5 PAM | IDE cell inh | M5 ag | CHRM4 agonist | CHRM4 PAM
CCCN(CCC)S(=O)(=O)c1ccc(C(=O)Nc2c(C)n(C)n(-c3ccccc3)c2=O)cc1
 : -10 | -3.2 | 6 | -5 | -1 | 2 | 2 | 1 | 4
COc1cccc(NC(=O)Cn2c(=O)c3c(ncn3Cc3ccccc3)n(Cc3ccccc3)c2=O)c1
 : -6 | 0.2 | 9 | -14 | 3 | -2 | -1 | 1 | 2
CC(=O)c1cccc(S(=O)(=O)NCCCN2CCOCC2)c1
 : 0 | -0.8 | 5 | 5 | 0 | -4 | 3 | 0 | 3
CC(=O)c1c(Cl)nc2ccc(Br)cc2c1-c1ccccc1
 : 5 | -2.4 | 1 | 9 | 0 | 3 | -1 | -1 | 2
COc1ccc(CNc2c(C(=O)O)cnc3c2cnn3C)cc1
 : -6 | 4.3 | 1 | -9 | 3 | 4 | -1 | -1 | 14
